Screens: PubChem, National Center for Advancing Translational Sciences (NCATS)
IMPase inh – qHTS Assay for Identifying the Cell-Membrane Permeable IMPase Inhibitors; Inositol monophosphatase 1 (Rattus norvegicus), P97697; CHO-M1 cells, IP1 accumulation, HTRF TR-FRET ratio; AID 901, 2007; 120,000 tested, under 10 active; inhibition (IP1 accumulation), % at 46.1 µM; active = well fitted curve in the direction sought with a large enough effect in the signal ratio, not every such curve was filed as active; inconclusive = small, poorly fitted or top-dose-only effect, or a change in a side signal; inactive = no such curve, though single readings can be large or run the other way; the % refers to the signal ratio;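 also: cells stimulated with carbachol in lithium chloride buffer; plate controls were DMSO basal wells for no effect and reference inhibitor wells for full effect; higher means more IMPase inhibition seen as more IP1 and lower FRET ratio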
Target sequence (P97697 whole entry, looked up): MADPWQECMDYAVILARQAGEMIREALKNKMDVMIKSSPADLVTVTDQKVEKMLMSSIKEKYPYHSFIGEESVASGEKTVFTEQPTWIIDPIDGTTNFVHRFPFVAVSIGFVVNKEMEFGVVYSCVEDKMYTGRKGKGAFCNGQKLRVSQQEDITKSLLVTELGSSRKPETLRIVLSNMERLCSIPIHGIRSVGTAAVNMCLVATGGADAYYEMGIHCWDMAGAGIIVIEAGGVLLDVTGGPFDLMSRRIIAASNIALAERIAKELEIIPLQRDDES
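Carbachol-driven Gq signalling in CHO-M1 cells (2000/well) generates IP1. Compounds that block IMPase raise IP1 and so reduce the FRET signal from Eu-anti-IP1 and d2-IP1 after a 10 min room-temperature lysis.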
12-hLO inh – qHTS Assay for Inhibitors of 12-hLO (12-human lipoxygenase); 150,000 compounds, 0.12% hits; Polyunsaturated fatty acid lipoxygenase ALOX12 (Homo sapiens), P18054; purified 12-hLO, xylenol orange hydroperoxide absorbance; Potency, µM (doses to about 57.1 µM), inactives show at the top dose activity change, negative = inhibition, most hits filed as inhibitors; also: potency is read from the fitted curve at half-maximal effect; nearly all actives have a fitted effect of over 55% in size; many of its hits are not listed in these tables
Target sequence (P18054 whole entry, looked up): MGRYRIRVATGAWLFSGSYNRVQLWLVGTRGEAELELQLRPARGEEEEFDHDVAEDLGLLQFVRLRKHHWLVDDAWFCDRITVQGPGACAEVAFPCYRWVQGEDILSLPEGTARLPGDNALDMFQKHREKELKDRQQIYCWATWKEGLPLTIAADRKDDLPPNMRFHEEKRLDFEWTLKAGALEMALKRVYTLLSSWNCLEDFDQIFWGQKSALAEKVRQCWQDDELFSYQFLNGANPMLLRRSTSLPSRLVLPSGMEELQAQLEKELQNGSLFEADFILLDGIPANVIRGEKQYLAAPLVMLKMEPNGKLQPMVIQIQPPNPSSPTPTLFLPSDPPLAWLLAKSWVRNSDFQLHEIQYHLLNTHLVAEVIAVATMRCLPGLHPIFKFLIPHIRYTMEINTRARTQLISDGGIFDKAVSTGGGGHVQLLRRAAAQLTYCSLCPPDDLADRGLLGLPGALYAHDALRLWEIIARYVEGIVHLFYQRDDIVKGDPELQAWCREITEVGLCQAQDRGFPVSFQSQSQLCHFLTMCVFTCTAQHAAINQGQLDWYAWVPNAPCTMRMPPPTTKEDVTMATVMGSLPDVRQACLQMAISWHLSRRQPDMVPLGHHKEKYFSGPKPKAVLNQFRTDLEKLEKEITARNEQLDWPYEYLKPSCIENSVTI
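Hydroperoxide output read as Fe(III)-xylenol orange absorbance, 573-to-405 nm ratio, after 30 min reaction with 40 uM arachidonic acid. Enzyme: 150 nM purified human 12hLO, 15 min compound preincubation; 25 mM Hepes pH 7.0, room temperature.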
PNC inhibitor – High Content Assay for Compounds that inhibit the Assembly of the Perinucleolar Compartment | PC3M PTB-GFP, PNC prevalence imaging, 16 h; active compounds read low | activity change (PNC), negative = inhibition, % at 10 µM | 140,000 compounds, 3.1% hits | AID 2417, 2010;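 active = readout at or below -70, meaning at least 70% loss of cells showing the perinucleolar compartment, a nuclear body marking cancer cells; inconclusive = readout between -30 and a set limit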;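 also: plate controls were DMSO wells for no effect and camptothecin positive control wells for full effect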
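Compounds are pinned in duplicate onto adhered PC3M cells stably expressing GFP-tagged PTB and incubated 16 h at 37 C. Cells are then fixed, nuclei stained with Hoechst, and PNC-positive cells counted.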
ALOX15B inhib – qHTS Assay for Inhibitors of 15-hLO-2 (15-human lipoxygenase 2); Polyunsaturated fatty acid lipoxygenase ALOX15B (Homo sapiens), O15296; purified 15hLO-2, xylenol orange hydroperoxide absorbance; Potency, µM (doses to about 57.1 µM), for the others: top-dose activity change, negative = inhibition, most hits filed as inhibitors; 110,000 compounds, 0.56% hits; AID 881, 2007; also: potency is read from the fitted curve at half-maximal effect; nearly all actives have a fitted effect of over 60% in size; many of its hits are not listed in these tables
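Read-out: hydroperoxide product oxidises ferrous iron, measured as xylenol orange complex via the 573-to-405 nm absorbance ratio after 30 min. Reaction: 50 nM enzyme, 15 min compound preincubation, 45 uM arachidonic acid, 90 min RT, Hepes pH 7.5 with Triton X-100.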
* marks the source's active call; other numbers are inactive results; ? = inconclusive; . = not tested or not shown; & = joins results of further samples; [ ] = remark or other dose. Unless noted, calls follow the shape of the dose curve; as a rule, active = well fitted curve in the direction sought with a large enough effect; inconclusive = small, poorly fitted or top-dose-only effect, or another doubt; inactive = no such curve, though single readings can be large; an effect the other way counts as inactive or inconclusive. Unless noted, % is scaled to controls: 0 for no effect and ±100 for the full control effect. Some of the compounds tested; count on the stated rates, not on these rows.

Screens by letter: A = IMPase inh; B = 12-hLO inh; C = PNC inhibitor; D = ALOX15B inhib
CCc1ccc(-c2nc(CN3CCC(C(=O)NCCc4ccc(OC)c(OC)c4)CC3)c(C)o2)cc1
  A: -5.7; B: -6.2%; C: ?; D: 31.7%[activator]
CCCN1CCC(NC(=O)Nc2ccc(OC)c(OC)c2)CC1
  A: 4.7; B: 8.9%; C: ?; D: 4.7%
COc1ccccc1C1=NN(C(=S)Nc2ccccc2)C(c2ccco2)C1 (stereo unspecified)
  A: ?; B: -14.8%; C: 35.3; D: -15.1%
COC(=O)c1cc(OC)c(OC)cc1-n1cnc2cc(OC)c(OC)cc2c1=O
  A: -3.4; B: -0.6%; C: 36.3; D: -3.0%
O=C(O)CCN1C(=O)c2ccccc2C1=O
  A: -6.7; B: -6.9%; C: ?; D: 3.4%[2.29 µM]
CC(C)CC(=O)Nc1c2c(nn1-c1ccc(F)cc1)CSC2
  A: .; B: 0.5%; C: 52.1; D: .
Cc1nn(C)cc1/C=N/NC(=S)Nc1ccccc1
  A: -2.8; B: -23.4%; C: -0.5; D: -16.6%
O=C(O)CCC(=O)N1CCC[C@H]1C(=O)O
  A: 2.6; B: 4.5%; C: .; D: 3.8%
COCCN(C(=O)Nc1ccc(OC)cc1OC)C1CCN(C(C)=O)CC1
  A: -2.4; B: -7.3%; C: -12.8; D: 0.0%
COc1ccc(/C=C/C(=O)c2ccccc2)cc1Cn1nnc2ccccc21
  A: -1.0; B: -4.5%; C: 33.6; D: .
COc1cccc(-n2c(SCC(=O)OC(C)C)nnc2-c2cccnc2)c1
  A: 3.0; B: 1.6%; C: ?; D: 2.9%[2.29 µM]
CCN(c1cccc(C(F)(F)F)c1)S(=O)(=O)c1ccc2c(c1)CCN2C(C)=O
  A: -2.0; B: 1.1%; C: -98.5*; D: -0.6%
CCc1nc2c(sc3nc4c(cc32)COC(C)(C)C4)c(=O)n1Cc1ccccc1
  A: 7.2; B: 6.8%; C: 36.3; D: 9.2%
Fc1ccc(Nc2nc(Oc3ccccc3F)nc(N3CCCC3)n2)cc1
  A: 5.5; B: -15.3%; C: -0.1; D: 28.4%
CCSc1nn2c(=O)c3ccccc3nc2s1
  A: -9.8; B: -0.5%; C: -13.7; D: 7.2%
CCOC(=O)c1sc(N(Cc2ccccc2)C(=O)COC(=O)c2ccc(O)cc2)nc1C
  A: .; B: -5.3%; C: ?; D: .
Clc1ccc(CNC2CCCC2)cc1
  A: 2.3; B: 0.9%; C: 44.4; D: 15.0%
NS(=O)(=O)c1ccc(NC=C2C(=O)OC3(CCCCC3)OC2=O)cc1
  A: ?; B: 0.3%; C: -22.8; D: 16.8%
Cc1ccc(C(=O)CC2(O)C(=O)N(C)c3ccccc32)o1 (stereo unspecified)
  A: -20.4; B: 5.7%; C: ?; D: -8.1%
O=C(C1CCC1)N1CCc2cc(S(=O)(=O)NCC3COc4ccccc4O3)ccc21 (stereo unspecified)
  A: 4.4; B: -6.5%; C: 9.6; D: -1.7%
O=C(CCNC(=O)c1ccccc1)Oc1ccc([N+](=O)[O-])cc1
  A: .; B: 0.2%; C: 66.2; D: .
O=C(NCc1ccco1)c1cc(-c2ccc3c(c2)OCO3)on1
  A: 8.1; B: -9.7%; C: -5.0; D: 1.0%
O=C(NC(=S)Nc1ccc(Cl)cn1)C(c1ccccc1)c1ccccc1
  A: ?; B: -8.0%; C: -4.4; D: ?
O=C(O)C1CC=CCC1C(=O)N1CCN(c2nc(-c3ccccc3)c3ccccc3n2)CC1 (stereo unspecified)
  A: 16.9; B: -6.9%; C: 29.7; D: 34.3%[activator]
CCc1cccc(C)c1N(C(=O)Cn1c(CO)nc2ccccc21)C(C)COC (stereo unspecified)
  A: -2.8; B: 4.3%; C: -9.8; D: .
CC(=O)N1CCN(C)CC1
  A: -0.9; B: -2.8%; C: .; D: 19.7%
Cc1cccc(NC(=S)NNC(=O)CC(C)O)c1C (stereo unspecified)
  A: -2.6; B: -6.9%; C: 24.3; D: -0.4%
COC(=O)c1ccc(S(=O)(=O)N2C3CCC2CC(NC(=O)C2CC2)C3)cc1 (stereo unspecified)
  A: -1.8; B: -8.7%; C: -9.3; D: 2.1%
COC(=O)c1scc(C)c1NC(=O)Nc1ccccc1
  A: ?; B: -1.8%; C: ?; D: 7.6%[11.4 µM]
C#CCOc1nc(OCC#C)nc(OCC#C)n1
  A: 4.5; B: -3.5%; C: 4.3; D: 1.9%
O=[N+]([O-])c1ccc(C=Nc2ccc(Cl)cc2Cl)s1
  A: -2.1; B: 1.9%; C: ?; D: -6.3%
COc1ccc(C)cc1-n1c(N)c(C#N)c(C#N)c1-c1ccc(OC)c(OC)c1OC
  A: -2.8; B: -6.4%; C: -6.0; D: 2.1%[2.29 µM]
O=C(Nc1ccccc1OC(F)F)c1ccc(Br)o1
  A: -5.8; B: 2.3%; C: 26.4; D: 0.3%
Cc1cc(OCC(=O)Nn2cnnc2)ccc1Br
  A: -2.7; B: 3.2%; C: ?; D: -8.0%
N#CC1=C(N)SC(N)=C(C#N)C1c1ccnc2ccccc12
  A: -10.8; B: -11.6%; C: -13.6; D: ?
CCc1cc2c(=O)c(-c3ccc4c(c3)OCCO4)c(C)oc2cc1OS(C)(=O)=O
  A: 11.3; B: -2.8%; C: 4.6; D: .
Cc1cc(C(=O)CSc2nnc(-c3ccco3)o2)c(C)n1CC1COc2ccccc2O1 (stereo unspecified)
  A: -1.8; B: -21.2%; C: 8.5; D: -10.8%
CCCC(C(=O)n1nc(C)cc1C)C(NS(=O)(=O)c1ccc(C)cc1)c1ccccc1 (stereo unspecified)
  A: 6.8; B: -5.2%; C: -1.6; D: -10.9%
O=C(NCc1ccc2c(c1)OCO2)c1ccc2c(c1)OCCO2
  A: -4.7; B: -8.4%; C: -15.1; D: 10.6%
COC(=O)c1ccccc1NC(=O)c1cnc2sccn2c1=O
  A: 5.5; B: -2.4%; C: 7.7; D: 0.2%
O=c1cc(CN2CCN(c3cccc(Cl)c3)CC2)c2cc(O)c(-c3ccccc3)cc2o1
  A: 0.0; B: -1.0%; C: -23.4; D: -28.4%
O=S(=O)(c1ccc2ccccc2c1)N1CCN(S(=O)(=O)N2CCOCC2)CC1
  A: 10.5; B: -3.1%; C: 6.1; D: 1.1%
COc1ccccc1CN1CCC2(CC1)CCN(C(=O)c1cccc(F)c1)CC2
  A: .; B: 0.3%; C: .; D: 4.9%
O=C(NC(O)C(=O)c1ccccc1)c1cccs1 (stereo unspecified)
  A: -2.9; B: -3.2%; C: -3.4; D: 0.6%
CCOC(=O)C1CCN(C(=O)c2ccccc2NC(=O)c2ccc(Br)cc2)CC1
  A: .; B: -2.7%; C: ?; D: .
Cc1ccc(Sc2c(C)[nH]n(C(C)(C)C)c2=O)cc1
  A: 9.4; B: -1.2%; C: -1.0; D: .
CCCCCCN(C(=O)CCCCCN1C(=O)NC(c2ccc(-c3ccccc3)cc2)C(C(=O)OCc2ccccc2)=C1C)C(C(=O)NCCCC)c1ccc(O)cc1 (stereo unspecified)
  A: .; B: 4.5%&-1.3%; C: 51.4; D: -8.0%
CCCNC(=O)Cc1c(OC)ccc2cc(Br)ccc12
  A: .; B: 2.2%; C: 72.9; D: .
CC(=O)C1=C(C)NC(SCC(=O)c2ccc(F)cc2)=C(C#N)C1CC(C)C (stereo unspecified)
  A: .; B: -16.3%; C: ?; D: .
COc1cccc(NC(=O)CCN2CCN(C)CC2)c1
  A: -1.4; B: -4.0%; C: 0.1; D: 7.5%

A draw from above in order of SMILES length, rising:
Screens by letter: A = IMPase inh; B = 12-hLO inh; C = PNC inhibitor; D = ALOX15B inhib
COC(=O)c1ccccc1NC(=O)c1cnc2sccn2c1=O
  A: 5.5; B: -2.4%; C: 7.7; D: 0.2%
O=C(NCc1ccc2c(c1)OCO2)c1ccc2c(c1)OCCO2
  A: -4.7; B: -8.4%; C: -15.1; D: 10.6%
Cc1cc(C(=O)CSc2nnc(-c3ccco3)o2)c(C)n1CC1COc2ccccc2O1 (stereo unspecified)
  A: -1.8; B: -21.2%; C: 8.5; D: -10.8%

5 neighbouring entries out of the list so far, for reference:
Screens by letter: A = IMPase inh; B = 12-hLO inh; C = PNC inhibitor; D = ALOX15B inhib
O=c1cc(CN2CCN(c3cccc(Cl)c3)CC2)c2cc(O)c(-c3ccccc3)cc2o1
  A: 0.0; B: -1.0%; C: -23.4; D: -28.4%
O=S(=O)(c1ccc2ccccc2c1)N1CCN(S(=O)(=O)N2CCOCC2)CC1
  A: 10.5; B: -3.1%; C: 6.1; D: 1.1%
COc1ccccc1CN1CCC2(CC1)CCN(C(=O)c1cccc(F)c1)CC2
  A: .; B: 0.3%; C: .; D: 4.9%
O=C(NC(O)C(=O)c1ccccc1)c1cccs1 (stereo unspecified)
  A: -2.9; B: -3.2%; C: -3.4; D: 0.6%
CCOC(=O)C1CCN(C(=O)c2ccccc2NC(=O)c2ccc(Br)cc2)CC1
  A: .; B: -2.7%; C: ?; D: .

Next records follow.
Screens by letter: A = IMPase inh; B = 12-hLO inh; C = PNC inhibitor; D = ALOX15B inhib
COC(=O)c1cc2n(n1)CCN(Cc1ccccc1F)C2=O
  A: 1.4; B: -6.5%; C: 21.3; D: -10.3%
COc1cccc(C(=O)N2CCN(C3CCN(Cc4ccccc4)CC3)CC2)c1
  A: 7.9; B: 1.4%; C: -11.2; D: -17.9%
CCNc1sc(C(=O)c2cccs2)c(N)c1-c1nc2ccccc2s1
  A: 5.1; B: -18.6%; C: 40.5; D: -28.8%
O=c1c2ccccc2[nH]c(=S)n1Cc1cccnc1
  A: -5.0; B: -9.1%; C: 26.9; D: -0.1%
CN(Cc1nc(-c2cccnc2)no1)S(=O)(=O)c1ccc2ccccc2c1
  A: 2.8; B: -5.5%; C: 27.3; D: 8.7%
COc1cccc(C(C(=O)NCc2ccco2)N(Cc2ccco2)C(=O)Cn2nnc3ccccc32)c1 (stereo unspecified)
  A: -11.7; B: 2.8%; C: 27.8; D: .
O=C(Nc1ccc(Br)cc1F)c1cccnc1
  A: .; B: -0.5%; C: 83.2; D: .
O=C(CSc1ccc(-c2ccco2)nn1)c1ccccc1
  A: 0.2; B: -3.7%; C: -10.1; D: .
O=C(Nc1nc(-c2cccs2)cs1)c1ccc(Cl)s1
  A: 3.5; B: -16.6%; C: -16.4; D: .
O=c1c(-c2ccccc2)nc2cncnc2n1Cc1ccc(F)cc1
  A: .; B: 0.6%; C: .; D: 12.8%
CCCCCOc1ccc(C(=O)OCC(=O)Nc2cc(C)c(C)cc2[N+](=O)[O-])cc1
  A: .; B: -0.8%; C: 12.1; D: .
O=C(NCc1ccc(F)cc1)c1cc2ccccn2n1
  A: 5.1; B: 0.1%; C: -21.0; D: .
COC(=O)c1ccc(C(NC(=O)OCc2ccccc2)/C(=C/[C@@H](C)C(=O)NCc2ccccc2)c2cccnc2)cc1 (stereo partly specified)
  A: .; B: 1.5%; C: .; D: 19.2%
CC1=C(c2ccccc2)[N+](=O)C2(CCCC2)N1[O-]
  A: 6.6; B: 5.2%; C: 13.1; D: 6.8%
COc1ccccc1C(=O)Nc1ccc2nc(SCC(=O)N(C)C)sc2c1
  A: .; B: -1.8%; C: -113.8*; D: .
CCOc1ccc(OCc2ccc(C(=O)N3CCOCC3)cc2)cc1
  A: 10.5; B: -0.9%; C: 23.1; D: .
O=S(=O)(c1ccccc1)c1cnc(-c2cccnc2)nc1-c1ccccc1
  A: 3.6; B: -6.7%; C: -3.1; D: 3.2%
CCOc1ccc(C(=O)N(Cc2ccc(N(C)C)cc2)C2CCS(=O)(=O)C2)cc1 (stereo unspecified)
  A: -2.8; B: -2.4%; C: ?; D: 2.3%
